# From PubChem BioAssay
# PAX8 inh HTS = inhibitors of PAX8-driven TPO luciferase reporter, primary screen, RMG-I cells, single concentration | SteadyGlo, 24 h | inhibition, % at 12.6 µM | 360,000 compounds, 1.2% hits;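 active = mean replicate inhibition at least 60% with every replicate also reaching 60%; inconclusive = only one of the two criteria is met; inactive = mean below 60% and not all replicates reaching 60%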;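 note: luciferase light reporting Pax8 driven TPO promoter activity; plate controls were median of neutral control wells for no effect and mitoxantrone controls for full effect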
# CFTR F508del cor = F508del CFTR correction, initial screen, CFBE line, single point | 350,000 compounds, 0.36% hits | activity (quench increase), % at 7.58 µM | AID 720511, 2013 | CFBE cells, YFP halide quenching; stimulated with forskolin plus potentiator P3; % fluorescence drop versus neutral controls;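 active = mean added fluorescence quench of at least 8% versus neutral control, with both replicates also reaching 8%; inconclusive = only one of the mean or replicate conditions met; inactive = mean below 8% and not both replicates reaching 8%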;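 note: cells transiently co-express mutant CFTR-F508del with the halide-sensitive YFP; corrector assay measuring rescue of mutant channel to the surface after 24 h compound exposure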
# INS-1E GSIS act = GLuc luminescence reporter in INS-1E cells, primary screen for activators of glucose-dependent secretion of insulin; activation, % at 16.6 µM; INS-1E GLuc reporter insulin secretion, 2-3 h; 370,000 compounds, 0.61% hits; AID 743287, 2014;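 active = lowest replicate activation of at least 40%, so every replicate reaches that level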;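 note: 0% = median of neutral control wells and 100% = median of IBMX positive control wells; some compounds called inactive have numbers as strong as hits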
# ARNT-TACC3 inh = disruptors of ARNT/TACC3 protein interaction, primary screen, biochemical, AlphaScreen, single concentration | Transforming acidic coiled-coil-containing protein 3 (Homo sapiens), Q9Y6A5 | AlphaScreen His-ARNT PAS-B/GST-TACC3 binding, luminescence; TACC3 fragment carries E629A point mutation | inhibition, % at 9.99 µM | 390,000 compounds, 0.66% hits | AID 623870, 2012;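 active = mean inhibition of replicates at least 50% and at least half of replicates each reaching 50%; inconclusive = half or more replicates reach 50% but mean below 50%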;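 note: 0% = complete ARNT plus TACC3 wells and 100% = ARNT alone without TACC3; many hits fall short of the cut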
# EWS-Fli block = EWS/Fli-driven NR0B1 reporter inhibitors, primary screen, A673 cells, NR0B1 luciferase, luminescence, MLPCN library; viability-normalised; inhibition, % at 12.6 µM; 350,000 compounds, 0.67% hits;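 active = mean inhibition of at least 50% after viability correction, with every replicate also passing that limit; inconclusive = mean reaches 50% but only one of two replicates passes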;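 note: firefly luciferase signal divided by Alamar Blue viability fluorescence both relative to DMSO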
# XiGFP reactiv = activators of inactive X chromosome reactivation, primary screen, imaging, XiGFP fibroblasts, GFP high-content imaging, set 2; activation, % at 7.58 µM; XiGFP mouse fibroblasts, % GFP-positive cells imaging, 3 d; cells co-treated with 5-aza-dC sensitizer; scaled so ellipticine positive control = 100%; 360,000 compounds, 0.055% hits;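 active = mean normalized replicate activation at least 10% and every replicate at or above 10%; inconclusive = only one of the two criteria met; inactive = mean below 10% and not all replicates reach 10%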;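 note: 0% = median of on-plate neutral control wells and 100% = ellipticine 6 µM median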
#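 Material: XiGFP fibroblasts, SV40-immortalized; Buffer or medium: DMEM containing 5-aza-dC; Compound dosing: single point; Times: 3 days compound exposure.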
# DENV2 CPE rescue = inhibitors of DENV2 cytopathic effect, primary screen, cell-based, plate reader, single concentration; CPE inhibition, % at 9.99 µM; DENV2-infected cells, cytopathic effect rescue; AID 651640, 2012; 350,000 compounds, 1.7% hits; in the data active = CPE inhibition above about 20%, passing the limit was not always enough; inconclusive = no clear call, values can overlap the other calls; tested in BHK-21 cells;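 note: 0% = median of neutral control wells and 100% = median of positive control wells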
# ERp5 block = inhibitors of ERp5-driven insulin aggregation, primary screen, biochemical, turbidity, absorbance 650 nm, single point. 90 min. inhibition, % at 9.99 µM. 350,000 compounds, 0.05% hits;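 active = mean replicate inhibition above about 25%, with every replicate also reaching it, limit read from the data, passing the limit was not always enough; inconclusive = only one of those two criteria met; inactive = neither criterion met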
# Target sequence (Q15084 whole entry, looked up): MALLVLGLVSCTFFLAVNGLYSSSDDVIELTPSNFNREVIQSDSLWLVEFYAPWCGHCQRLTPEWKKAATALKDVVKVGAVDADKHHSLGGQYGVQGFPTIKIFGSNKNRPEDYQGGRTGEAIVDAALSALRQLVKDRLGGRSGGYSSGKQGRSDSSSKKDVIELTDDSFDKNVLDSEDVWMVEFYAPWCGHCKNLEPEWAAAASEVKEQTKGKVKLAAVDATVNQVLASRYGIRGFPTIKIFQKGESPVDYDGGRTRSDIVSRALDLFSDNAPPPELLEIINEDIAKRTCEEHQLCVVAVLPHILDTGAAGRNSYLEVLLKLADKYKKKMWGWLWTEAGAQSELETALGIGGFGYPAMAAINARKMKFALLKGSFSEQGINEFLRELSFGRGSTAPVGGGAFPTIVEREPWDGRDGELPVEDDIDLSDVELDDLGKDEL
# * hit, by the source's call; u = inconclusive; x = not tested or not shown; & = joins results of further samples.
SMILES,PAX8 inh HTS,CFTR F508del cor,INS-1E GSIS act,ARNT-TACC3 inh,EWS-Fli block,XiGFP reactiv,DENV2 CPE rescue,ERp5 block
CNC[C@@H]1Oc2ccc(NC(=O)Nc3ccc(C(F)(F)F)cc3)cc2CC(=O)N([C@@H](C)CO)C[C@H]1C,3,-2.7,-6,3,6,-0.1,x,-1
Cc1cccc(C)c1NC(=O)CN(C)C(=O)CC1OC(=O)c2ccccc21 (stereo not drawn),0,-0.3,5,3,-2,0.1,-7,2
C=CCc1c(C)nc(SCC(N)=O)[nH]c1=O,x,-1.2,22,-29,10,x,-1,-1
CC(C)C(=O)NC(=S)N1CCc2ccccc21,-13,x,-1,3,x,0.0,x,x
CC1(C)CC2(OC2c2ccccc2)C(=O)c2ccccc21 (stereo not drawn),6,-1.4,-6,x,9,0.1,16,-4
C[C@H]1CN([C@@H](C)CO)C(=O)Cc2cc(NC(=O)Cc3cn(C)c4ccccc34)ccc2O[C@H]1CN(C)C(=O)Nc1ccc2c(c1)OCO2,4,-2.3,-2,-3,-8,7.2,-13,0
CC(=O)Cc1nsc(Nc2ccc(F)cc2)n1,-4,-0.7,-4,-16,-20,-0.1,0,7
CCOC(=O)CNC(=O)C1(NC(=O)CNC(=O)OCc2ccccc2)CCCC1,-15,-0.3,11,5,0,0.0,-8,4
Cc1ccc2nc3c(cc(C(=O)NC4CCS(=O)(=O)C4)n3Cc3ccccc3)c(=O)n2c1 (stereo not drawn),24,-0.4,20,-17,x,0.0,-2,3
Cc1sc2nc(SCC(=O)N3CCCC3)[nH]c(=O)c2c1C,14,-6.2,x,-2,-2,-0.1,-6,-1
Cc1cccc(CN(C)C[C@@H]2Oc3ncc(-c4ccccc4)cc3C(=O)N([C@H](C)CO)C[C@@H]2C)c1,5,-1.8,-25,7,11,-0.4,3,3
COc1ccccc1CCC(=O)Nc1ccc(S(=O)(=O)Nc2nccs2)cc1,-11,1.0,-6,11,-2,0.4,-3,-3
Cc1cc(O)c(C(C)C)cc1N=Cc1ccccc1O,9,-2.8,-4,-29,17,1.0,6,-7
CC(=O)Nc1ccc(N2Cc3ccccc3C2)cc1,-6,-0.7,12,3,38,u,0,8
CCCCN1C(=O)C(CC(=O)NCc2cccc3ccccc23)CC(C(=O)N(C(C)C)C(C)C)=C1C (stereo not drawn),5,-4.1,-48,x,2,0.0,-9,-3
Clc1ccc(Nc2ncn[nH]2)c(Cl)c1,-5,2.8,-5,-3,-19,0.1,9,-7
Cc1c(C)n(Cc2ccccc2)c2ncnc(Cl)c12,13,x,-38,-4,24,0.2,-2,-2
Cc1ccc(OCC(=O)N2CCN(C(=O)c3ccc([N+](=O)[O-])cc3)CC2)cc1,-4,x,-5,-4,9,0.0,2,0
C[C@H](CO)N1C[C@H](C)[C@@H](CN(C)C(=O)Nc2ccccc2)OCCCC[C@H](C)Oc2ccc(NC(=O)c3ccccc3)cc2C1=O,-16,-3.3,6,-10,-8,0.0,-11,-6
COc1ccccc1-c1cc(C(=O)NCc2ccc(F)cc2)no1,x,-3.4,-7,-8,5,x,x,0
COc1ccc(NC(=O)Nc2ccc3c(c2)C(=O)N([C@H](C)CO)C[C@H](C)[C@@H](CN(C)S(=O)(=O)c2cccs2)OCCCC[C@@H](C)O3)cc1,5,3.2,-5,1,-2,-0.1,-1,1
COc1ccccc1-c1ccc([C@H]2[C@@H](CO)N(C(C)=O)[C@H]2CN(C)C(C)=O)cc1,x,-1.5,0,x,-4,0.5,-7,0
CCN(c1ccc(NC(=O)COC(=O)CCc2nc3ccccc3n2-c2ccccc2)cc1)C(C)C,32,x,x,4,-1,0.0,7,1
O=C(Nc1ccc(OC(F)F)cc1)c1cc(S(=O)(=O)N2CCOCC2)ccc1N1CCCC1,-4,1.1,0,-3,0,0.0,-8,4
COc1ccc(N(C(=O)c2ccc(S(=O)(=O)N3CCCC3)cc2)C2C=CS(=O)(=O)C2)cc1 (stereo not drawn),1,3.4,0,-2,0,0.0,-1,0
COc1ccc(C(=O)c2c(C)c3ccccc3n2CC(O)CNC(C)C)cc1 (stereo not drawn),31,1.3,-13,x,4,0.1,-5,3
CCSC1=N/C(=C\c2cccc(F)c2)C(=O)S1,-1,4.7,x,-2,0,0.0,-18,-3
O=C(O)c1cc(-c2ccccc2)n(-c2ccc(Cl)cc2Cl)n1,-12,1.0,x,-12,6,0.1,7,1
Cc1ccc([N+](=O)[O-])cc1NC(=S)NC(=O)c1cccnc1,-7,-4.1,-9,28,12,0.4,x,4
O=C(Nc1c(S(=O)(=O)c2ccccc2)csc1Br)c1ccccc1Cl,-35,1.4,14,-7,-1,0.2,-2,-8
CC(C)(C)OC(=O)NCCC(=O)N/N=C/c1cccc2cccnc12,23,2.0,1,69*,9,-0.1,8,1
CCCCNC(=O)C1c2ccccc2OCC(=O)N1CCOC (stereo not drawn),-6,-1.3,4,x,-4,0.2,-1,3
Cc1noc(C)c1S(=O)(=O)N(C)C[C@@H]1OCCCC[C@@H](C)Oc2ccc(NC(=O)Nc3ccccc3)cc2C(=O)N([C@@H](C)CO)C[C@H]1C,-1,-4.1,-6,10,11,0.1,-6,4
Cc1ccccc1NC(=O)CN1CCN(c2ccc(F)cc2)CC1,4,-2.5,9,x,-12,0.2,19,-6
C=CCOc1ccc(/C=C/C(=O)OCC(=O)N2CCN(S(=O)(=O)c3ccc(C)cc3C)CC2)cc1,2,-0.4,-3,x,0,-0.1,x,-1
CCOc1ccc(CCNC(=O)COC(=O)c2n[nH]c3ccccc23)cc1OCC,17,3.2,x,x,2,0.0,6,-7
O=C(NCCN1CCOCC1)c1ccc(CS(=O)c2ccccc2Cl)o1 (stereo not drawn),-7,0.5,-2,0,5,0.1,9,-10
COc1ccc(N2C[C@H](CSC)[C@@H](CC(=O)Nc3ccccc3)C2=O)cc1,-10,-1.3,-11,x,1,0.0,u,-1
Cc1ccc(S(=O)(=O)N2CC[C@H]3[C@@H](CO)N(C)c4ccc(-c5cccc(C#N)c5)cc4[C@H]32)cc1,-3,2.1,8,-7,10,0.0,-1,0
COc1ccc(OC)c(C2C(C(=O)Nc3ccccc3OC)=C(C)Nc3nc(CCCO)nn32)c1 (stereo not drawn),11,3.8,-11,2,-1,0.0,8,-4
O=C(Nc1ccccc1)N[C@@H]1CC[C@H](CCNC(=O)c2ccccc2F)O[C@H]1CO,-1,0.2,14,1,-2,0.0,13,1
CCc1ccccc1NC(=O)CCC(=O)N1CCSc2ccccc21,-2,-7.1,-9,-2,-5,0.2,12,6
COc1cc2ccccc2cc1C(=O)N1CCCCC1,x,0.0,0,0,4,0.3,6,7
COc1ccccc1N/N=C1\COC(C)(C)CC1=O,-79,-0.5,1,-6,-59,-0.1,-2,-5
O=C(Nc1cc(-c2nc3ncccc3o2)ccc1Cl)c1ccc([N+](=O)[O-])o1,36,-1.6,18,-43,49,-0.1,-3,0
C[C@H](CO)N1C[C@H](C)[C@H](CN(C)C(=O)C2CCCCC2)Oc2cc(C#C[C@@H](C)O)ccc2S1(=O)=O,x,0.9,23,17,-9,0.4,-4,-5
CNCC(O)C(O)C(O)C(O)CO (stereo not drawn),x,2.4,x,-4,-1,x,-6,2
Cn1c(O)c(/C=C2\C=NN=C2c2ccccc2)sc1=S,12,-3.0,-6,-3,13,-0.1,-4,1
CC(C)(C)OC(=O)N1CCN(C(=O)[C@H](Cc2ccc(O)cc2)n2cc(CCO)nn2)CC1,6,-1.4,0,-1,-3,-0.1,5,6
C/C=C/c1ccc([C@@H]2[C@H](CO)N(C(=O)c3cnccn3)C23CN(C(=O)C2CCC2)C3)cc1,8,2.4,1,x,-6,0.1,14,4
Cc1ccc(N=Nc2c(C)[nH]n(-c3ccccc3)c2=O)c(C)c1,15,-4.8,6,3,3,0.0,4,2
Cc1cc(C)c(OCC(=O)Nc2ccccn2)c([N+](=O)[O-])c1,1,x,17,3,x,-0.1,x,x
C[C@H]1CCCCO[C@H](CN(C)C(=O)Nc2ccc3c(c2)OCO3)[C@@H](C)CN([C@@H](C)CO)C(=O)c2cc(NS(=O)(=O)c3cn(C)cn3)ccc2O1,x,0.6,-5,6,-5,-0.3,2,1
Cc1ccc(NC(=O)Nc2ccc3c(c2)C(=O)N(C)[C@@H]2CC[C@H](CC(=O)O)O[C@@H]2CO3)cc1,-5,-0.8,16,-2,0,0.2,-8,1
CC1(C(=O)N2CC3(CC(c4cccc(NC(=O)COc5ccc(Cl)cc5)c4)=NO3)C[C@@H]2C(N)=O)CC1 (stereo partly drawn),7,-0.4,-9,1,-18,0.0,20,7
COc1ccc(CN(C)C[C@H]2Oc3ccc(NS(=O)(=O)c4cccs4)cc3C(=O)N([C@H](C)CO)C[C@H]2C)cc1,x,-0.6,3,x,-10,-0.5,5,3
C[C@@H]1CN([C@@H](C)CO)C(=O)c2cc(C#C[C@@H](C)O)cnc2O[C@H]1CN(C)Cc1ccccn1,x,-0.4,9,4,-13,0.0,2,5
CCn1c(=O)c(=O)[nH]c2cc(C(=O)NC(C)c3ccc(S(N)(=O)=O)cc3)ccc21 (stereo not drawn),2,-1.0,-5,-2,4,0.2,0,-2
COc1cccc(CNC(=O)CCC2CCCN(C(=O)c3cccc4c(C)c(C)[nH]c34)C2)c1 (stereo not drawn),18,-2.6,-9,21,2,0.0,14,3
CC1CC(C)CN(C(=O)C2CCN(S(=O)(=O)c3c(Cl)cccc3Cl)CC2)C1 (stereo not drawn),-2,-0.6,-7,-5,11,0.0,-7,-1

# Individual results from the list:
# Value of COc1ccc(CN(C)C[C@H]2Oc3ccc(NS(=O)(=O)c4cccs4)cc3C(=O)N([C@H](C)CO)C[C@H]2C)cc1 in INS-1E GSIS act: 3
# Value of CCCCNC(=O)C1c2ccccc2OCC(=O)N1CCOC (stereo not drawn) in CFTR F508del cor: -1.3

# Gathered by group, the entries above containing a furan ring, fused or not
SMILES,PAX8 inh HTS,CFTR F508del cor,INS-1E GSIS act,ARNT-TACC3 inh,EWS-Fli block,XiGFP reactiv,DENV2 CPE rescue,ERp5 block
O=C(NCCN1CCOCC1)c1ccc(CS(=O)c2ccccc2Cl)o1 (stereo not drawn),-7,0.5,-2,0,5,0.1,9,-10
O=C(Nc1cc(-c2nc3ncccc3o2)ccc1Cl)c1ccc([N+](=O)[O-])o1,36,-1.6,18,-43,49,-0.1,-3,0

# (continued)
SMILES,PAX8 inh HTS,CFTR F508del cor,INS-1E GSIS act,ARNT-TACC3 inh,EWS-Fli block,XiGFP reactiv,DENV2 CPE rescue,ERp5 block
CCO[C@H]1OC(C(=O)N2CCN(C)CC2)=C[C@@H](c2ccc(Br)cc2)[C@@H]1CCCO,-1&-6,1.7&4.6,2,0&-2,-4&-6,0.0,0&3,-2&1
CN(C)CC#Cc1ccc([C@H]2[C@@H](CO)N(C(=O)C3CCC3)[C@H]2C#N)cc1,3,-0.1,16,-3,-2,-0.1,87*,2
Cc1ccc2cc(/C=C(\C#N)C(N)=O)c(N3CCCCC3)nc2c1,-5,x,-9,-2,-11,0.2,-3,3
C[C@@H]1CCCCO[C@H](CN(C)C(=O)c2ccccc2)[C@@H](C)CN([C@@H](C)CO)C(=O)c2cc(N(C)C)ccc2O1,-1,1.7,1,19,-3,0.1,-1,2
